Screening data from PubChem BioAssay.
ABCB1 block: ABCB1 efflux pump inhibitors, primary screen, cell-based, multiplex, flow cytometry, ABCG2 counter-screen; ATP-dependent translocase ABCB1 (Homo sapiens), P08183; CCRF-Adr cells, JC-1 efflux; inhibition, % at 6.6 µM; 190,000 tested, 0.067% active; in the data active = inhibition above about 40%;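 note: 0% = vehicle and 100% = reference inhibitor; higher value means more JC-1 retained so stronger ABCB1 efflux block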
Avidin bead fluor: green autofluorescence of compounds with avidin beads – biophysical, 488/530 nm, flow cytometry, artefact control, profiling panel; AID 1775, 2009; 220,000 tested, 0.38% active; compound fluorescence 488/530 nm; stronger effect = higher value; fluorescence (KMESF) at 10 µM; in the data active = fluorescence above about 47; note: inactives centre near 10
ABCG2 inh: ABCG2 efflux pump inhibitors, primary screen, multiplex with ABCB1, IgMXP3 cells, flow cytometry; Broad substrate specificity ATP-binding cassette transporter ABCG2 (Homo sapiens), Q9UNQ0; JC-1 efflux; inhibition, % at 6.6 µM; 190,000 tested, 0.1% active; AID 1325, 2008;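 active = inhibition above 80%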;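 note: 0% = DMSO and 100% = nicardipine control wells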
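Incubation: cells with compound and JC-1, 10 min at 25 °C, rotating, no wash / Test system: IgMXP3 (ABCG2) plus far-red-tagged CCRF-Adr (ABCB1) cells / Compound dosing: one concentration, 6.6 µM final / Also added: JC-1 fluorescent substrate / Evaluation: efflux inhibition in percent versus controls / Detection: flow cytometry, 530 nm JC-1 signal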
Pf gametocyte: late stage P. falciparum gametocyte viability inhibitors, primary screen, ATP luminescence, HTS | P. falciparum stage V gametocytes, 24 h | inhibition, % at 10.9 µM | 150,000 tested, 0.065% active | AID 743093, 2013;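 active = inhibition above the mean plus 3 SD of compounds within the control limits, set per campaign, cut at about 38% in these data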;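 note: 0% = DMSO wells and 100% = medium only without gametocytes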
Mcl1 Noxa PPI: Mcl-1/Noxa binding inhibitors, primary screen, biochemical, TR-FRET, 1536-well. inhibition, % at 21.7 µM. AID 1022, 2008. 220,000 tested, 1.5% active. Induced myeloid leukemia cell differentiation protein Mcl-1 (Homo sapiens), Q07820. TR-FRET Mcl-1/Noxa peptide binding, 2 h;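 active = compounds that cut the protein-peptide binding signal by more than 50% relative to plate controls in a single-dose test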;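 note: His-tagged Mcl-1 with rhodamine Noxa BH3 peptide and terbium anti-His antibody; 0% = Mcl-1 plus Noxa peptide wells and 100% = peptide-only wells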
Target sequence (Q07820 whole entry, looked up): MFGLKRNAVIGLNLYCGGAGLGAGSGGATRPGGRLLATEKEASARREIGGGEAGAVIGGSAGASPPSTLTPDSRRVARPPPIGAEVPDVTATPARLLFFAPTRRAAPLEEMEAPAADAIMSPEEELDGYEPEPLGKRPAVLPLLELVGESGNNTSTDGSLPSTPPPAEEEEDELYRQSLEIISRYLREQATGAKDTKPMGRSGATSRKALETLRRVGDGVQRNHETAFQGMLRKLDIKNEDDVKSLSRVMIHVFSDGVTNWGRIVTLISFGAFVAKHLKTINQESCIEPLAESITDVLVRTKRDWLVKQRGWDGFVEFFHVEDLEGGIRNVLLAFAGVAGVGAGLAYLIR
Rac1 act GTP bind: GTP binding modulators of activated mutant Rac1, primary screen, biochemical, bead-based flow cytometry, multiplex, fluorescent GTP; Ras-related C3 botulinum toxin substrate 1 (Homo sapiens), P63000; GST-Rac1 activated beads; actives lie on both sides; 100% means binding = to untreated wells; 190,000 tested, 0.11% active; percent activity (GTP binding), % at 10 µM; AID 764, 2007;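 active = GTP binding at least 20 percentage points away from the 100% baseline, in either direction, so actives lie on both sides; inconclusive = Compound likely fluorescent itself, or too few beads counted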
HRas wt GTP: modulators of GTP binding to HRas wildtype, primary screen, biochemical, bead-based flow cytometry, multiplex; GTPase HRas (Homo sapiens), P01112; GST-Ras wt beads, Bodipy-FL-GTP binding; actives lie on both sides; GTP binding activity, % at 10 µM; 190,000 tested, 0.14% active;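 active = GTP binding activity at least 20% away from the 100% baseline, either lowered as inhibitor or raised as activator; inconclusive = flagged as likely green fluorescent, judged across all proteins in the well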;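 note: 0% = unlabeled GTP competition control and 100% = no-compound control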
Target sequence (P01112 whole entry, looked up): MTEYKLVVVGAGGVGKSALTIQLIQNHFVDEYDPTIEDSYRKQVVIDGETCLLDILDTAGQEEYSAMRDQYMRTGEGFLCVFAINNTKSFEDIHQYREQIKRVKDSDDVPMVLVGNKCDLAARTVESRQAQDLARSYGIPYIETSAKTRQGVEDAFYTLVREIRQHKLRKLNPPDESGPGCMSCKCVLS
Rab7 wt GTP bind: modulators of GTP binding to Rab7, primary screen, biochemical, wildtype, multiplex bead flow cytometry; GST-Rab7 beads, fluorescent GTP binding; actives lie on both sides; untreated = 100%, excess cold GTP = 0%; Rab7 GTPase wild type (dog), Bodipy-FL-GTP binding; GTP binding activity (percent of control), % at 10 µM; 190,000 tested, 0.055% active;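 active = fluorescent GTP binding to Rab7 beads changed by at least 20 points from the 100% baseline, either direction, mostly lower; inconclusive = compound itself probably fluorescent, or too few beads counted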;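 note: median green fluorescence of bound Bodipy-FL-GTP per Rab7 bead population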
Rac1 wt modul: wildtype Rac1 GTP binding modulators, primary screen, biochemical, GST-Rac1 beads, flow cytometry, multiplex; Ras-related C3 botulinum toxin substrate 1 (Homo sapiens), P63000; fluorescent GTP binding; actives lie on both sides; 0 = cold GTP competed, 100 = untreated; GTP binding activity (% of control), % at 10 µM; 190,000 tested, 0.27% active; AID 757, 2007;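 active = GTP binding activity at least 20 points away from the 100% control level, either lower or higher; inconclusive = compound flagged as likely green fluorescent, judged across all proteins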
Rab2 wt GTP: modulators of GTP binding to Rab2A wildtype, primary screen, biochemical, dog, bead-based flow cytometry, multiplex; GTP binding activity, % at 10 µM; 190,000 tested, 0.19% active; GST-Rab2 wt beads, Bodipy-GTP binding; Ras-related protein Rab-2A (Canis lupus familiaris), P61105; AID 760, 2007;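 active = GTP binding activity at least 20 points away from 100%, either lowered or raised; inconclusive = signal likely due to the compound's own green fluorescence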;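 note: 0% = beads with excess unlabeled GTP and 100% = no-compound control corrected for plate trend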
Cdc42 wt: modulators of GTP binding to wildtype Cdc42, primary screen, biochemical, multiplex bead flow cytometry, Bodipy-GTP; percent activity (GTP binding), % at 10 µM; Cell division control protein 42 homolog (Homo sapiens), P60953; AID 761, 2007; GST-Cdc42 beads; actives lie on both sides; 190,000 tested, 0.2% active;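 active = percent activity GTP binding at least 20 points away from the 100% baseline, either down as inhibitor or up as activator; inconclusive = compound flagged as likely green fluorescent from well-wide comparison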;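 note: median bead fluorescence of bound Bodipy-FL-GTP at 100 nM; 0% = excess unlabeled GTP control and 100% = no compound control; below 100% means less GTP binding so inhibitor and above means activator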
Target sequence (P60953 whole entry, looked up): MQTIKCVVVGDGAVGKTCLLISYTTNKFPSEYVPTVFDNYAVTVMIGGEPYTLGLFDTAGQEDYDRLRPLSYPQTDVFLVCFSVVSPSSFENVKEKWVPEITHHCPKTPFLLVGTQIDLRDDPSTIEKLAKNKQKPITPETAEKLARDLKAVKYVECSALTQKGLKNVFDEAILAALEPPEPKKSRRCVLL
Numbers without * were called inactive.

`COc1cc(-c2cc(=O)c3ccccc3o2)ccc1O` gave ABCB1 block 1.8, Avidin bead fluor 10, ABCG2 inh 16, Mcl1 Noxa PPI 38, Rac1 act GTP bind 93, HRas wt GTP 94, Rab7 wt GTP bind 97, Rac1 wt modul 93, Rab2 wt GTP 94 and Cdc42 wt 93.
Screening Cc1cc(C2=NNC(=NC3CC3)SC2)c(C)n1-c1ccccc1F returned ABCB1 block 1.0, Avidin bead fluor 11, ABCG2 inh 6, Pf gametocyte -2, Mcl1 Noxa PPI 38, Rac1 act GTP bind 101, HRas wt GTP 102, Rab7 wt GTP bind 99, Rac1 wt modul 105, Rab2 wt GTP 103 and Cdc42 wt 103.
For O=P(c1ccccc1)(c1ccccc1)c1nc(-c2ccc(Cl)cc2)oc1N1CCOCC1 the results were ABCB1 block 0.1, Avidin bead fluor 9, ABCG2 inh 0, Pf gametocyte 13, Mcl1 Noxa PPI 1, Rac1 act GTP bind 96, HRas wt GTP 97, Rab7 wt GTP bind 101, Rac1 wt modul 98, Rab2 wt GTP 97 and Cdc42 wt 92.
`COc1ccc(Nc2nnc(SCC(=O)N3CC(=O)Nc4ccccc43)s2)cc1` gave ABCB1 block 0.1, Avidin bead fluor 5, ABCG2 inh 15, Pf gametocyte 1, Mcl1 Noxa PPI -18, Rac1 act GTP bind inconclusive, HRas wt GTP inconclusive, Rab7 wt GTP bind inconclusive, Rac1 wt modul inconclusive, Rab2 wt GTP inconclusive and Cdc42 wt inconclusive.
`COc1ccccc1-c1nnc(NC(=O)C2=COCCO2)o1` gave ABCB1 block 0.5, Avidin bead fluor 3, ABCG2 inh 5, Pf gametocyte -3, Mcl1 Noxa PPI 15, Rac1 act GTP bind 97, HRas wt GTP 95, Rab7 wt GTP bind 101, Rac1 wt modul 98, Rab2 wt GTP 97 and Cdc42 wt 96.
Screening Cc1cccc(C)c1NC(=O)C[N+](C)(C)CC(O)COc1cccc2ccccc12 (stereo unspecified) returned ABCB1 block 0.4, Avidin bead fluor 11, ABCG2 inh 1, Pf gametocyte -32, Mcl1 Noxa PPI 14, Rac1 act GTP bind 98, HRas wt GTP 98, Rab7 wt GTP bind 105, Rac1 wt modul 102, Rab2 wt GTP 101 and Cdc42 wt 101.
For CC(C)c1ccc(NC(=O)C(c2ccccc2)N2CCOCC2)cc1 (stereo unspecified) the results were ABCB1 block -2.3, Avidin bead fluor 7, ABCG2 inh -4, Mcl1 Noxa PPI 18, Rac1 act GTP bind 100, HRas wt GTP 102, Rab7 wt GTP bind 100, Rac1 wt modul 106, Rab2 wt GTP 102 and Cdc42 wt 107.
O=C(Nc1cccc(Cl)c1)ON=C1c2ccccc2-c2ccccc21 was read as ABCB1 block -0.4, Avidin bead fluor 6, ABCG2 inh -1, Mcl1 Noxa PPI 17, Rac1 act GTP bind 101, HRas wt GTP 106, Rab7 wt GTP bind 100, Rac1 wt modul 104, Rab2 wt GTP 104 and Cdc42 wt 108.
For COc1ccc(OC)c(-c2cc(C(=O)NCc3cccs3)no2)c1 the results were ABCB1 block -0.7, Avidin bead fluor 31, ABCG2 inh 33, Pf gametocyte 4, Mcl1 Noxa PPI -2, Rac1 act GTP bind 100, HRas wt GTP 100, Rab7 wt GTP bind 98, Rac1 wt modul 104, Rab2 wt GTP 99 and Cdc42 wt 103.
Screening O=C(C1CCN(c2nnc(-n3cccc3)s2)CC1)N1CCN(c2cccc(C(F)(F)F)c2)CC1 returned ABCB1 block 3.4, Avidin bead fluor 7, ABCG2 inh 15, Mcl1 Noxa PPI 3, Rac1 act GTP bind 98, HRas wt GTP 98, Rab7 wt GTP bind 101, Rac1 wt modul 86, Rab2 wt GTP 102 and Cdc42 wt 97.
Screening N#Cc1c(N2CCOCC2)nc(-c2ccco2)c2c1CCCC2 returned ABCB1 block 0.0, Avidin bead fluor 8, ABCG2 inh -1, Mcl1 Noxa PPI 2, Rac1 act GTP bind 98, HRas wt GTP 101, Rab7 wt GTP bind 101, Rac1 wt modul 102, Rab2 wt GTP 101 and Cdc42 wt 101.
For COc1cccc(CC2(CO)CCCN(Cc3cn[nH]c3-c3ccc(F)cc3)C2)c1 (stereo unspecified) the results were ABCB1 block 0.4, Avidin bead fluor 6, ABCG2 inh 1, Pf gametocyte 14, Mcl1 Noxa PPI -2, Rac1 act GTP bind 98, HRas wt GTP 98, Rab7 wt GTP bind 97, Rac1 wt modul 99, Rab2 wt GTP 99 and Cdc42 wt 94.
Cn1cccc1/C=N/n1c(-c2ccc(C(C)(C)C)cc2)n[nH]c1=S was read as ABCB1 block -0.3, Avidin bead fluor 7, ABCG2 inh -1, Pf gametocyte -4, Mcl1 Noxa PPI -22, Rac1 act GTP bind 100, HRas wt GTP 101, Rab7 wt GTP bind 100, Rac1 wt modul 102, Rab2 wt GTP 99 and Cdc42 wt 101.
Screening O=C1[C@H]2[C@@H](C(=O)N1c1cc(Cl)cc(Cl)c1)[C@]1(C(=O)Nc3ccccc31)N1CCC[C@@H]21 returned ABCB1 block 0.7, Avidin bead fluor 8, ABCG2 inh 2, Pf gametocyte -49, Mcl1 Noxa PPI 21, Rac1 act GTP bind 102, HRas wt GTP 102, Rab7 wt GTP bind 100, Rac1 wt modul 103, Rab2 wt GTP 99 and Cdc42 wt 102.
`CC(=O)N1N=C(c2ccc(Br)cc2)OC1(C)CC(=O)Nc1ccccc1` (stereo unspecified) gave ABCB1 block 0.8, Avidin bead fluor 15, ABCG2 inh 6, Pf gametocyte -27, Mcl1 Noxa PPI -2, Rac1 act GTP bind 99, HRas wt GTP 102, Rab7 wt GTP bind 104, Rac1 wt modul 106, Rab2 wt GTP 100 and Cdc42 wt 102.
Screening Cc1cc(Oc2cnn(C(C)(C)C)c(=O)c2Cl)cc(C(C)C)c1 returned ABCB1 block 0.8, Avidin bead fluor 5, ABCG2 inh 7, Pf gametocyte 15, Mcl1 Noxa PPI 2, Rac1 act GTP bind 97, HRas wt GTP 100, Rab7 wt GTP bind 103, Rac1 wt modul 103, Rab2 wt GTP 96 and Cdc42 wt 98.
Screening CCOC(=O)NN1C(=O)c2ccccc2NC1c1ccc(N(C)C)cc1 (stereo unspecified) returned ABCB1 block 0.4, Avidin bead fluor 12, ABCG2 inh 1, Mcl1 Noxa PPI 26, Rac1 act GTP bind 101, HRas wt GTP 100, Rab7 wt GTP bind 98, Rac1 wt modul 105, Rab2 wt GTP 102 and Cdc42 wt 106.
For CCN(C(=O)CSc1nnc(Cn2nnc3ccccc32)o1)c1nc(C)cs1 the results were ABCB1 block 1.8, Avidin bead fluor 7, ABCG2 inh 1, Mcl1 Noxa PPI 9, Rac1 act GTP bind 96, HRas wt GTP 100, Rab7 wt GTP bind 97, Rac1 wt modul 102, Rab2 wt GTP 100 and Cdc42 wt 100.
For O=C(c1ccc(NC(=S)NCc2ccco2)cc1)N1CCCCC1 the results were ABCB1 block -0.5, Avidin bead fluor 8, ABCG2 inh 7, Pf gametocyte -10, Mcl1 Noxa PPI 1, Rac1 act GTP bind 93, HRas wt GTP 96, Rab7 wt GTP bind 105, Rac1 wt modul 96, Rab2 wt GTP 98 and Cdc42 wt 96.
Screening CC1SC(c2ccc(Cl)cc2)NC1=O (stereo unspecified) returned ABCB1 block 0.6, Avidin bead fluor 20, ABCG2 inh 0, Mcl1 Noxa PPI 13, Rac1 act GTP bind 102, HRas wt GTP 100, Rab7 wt GTP bind 94, Rac1 wt modul 104, Rab2 wt GTP 96 and Cdc42 wt 101.
For CCOC(=O)C1=C(C)NC2=C(C(=O)CC(C)(C)C2)C1c1ccc2c(c1)CCCN2C (stereo unspecified) the results were ABCB1 block 0.0, Avidin bead fluor 9, ABCG2 inh -3, Mcl1 Noxa PPI 94*, Rac1 act GTP bind 101, HRas wt GTP 101, Rab7 wt GTP bind 101, Rac1 wt modul 107, Rab2 wt GTP 100 and Cdc42 wt 104.
Screening CC1(C)Cc2noc(N)c2C(C)(C)N1OC(=O)c1ccco1 returned ABCB1 block -0.2, Avidin bead fluor 23, ABCG2 inh 12, Pf gametocyte 17, Mcl1 Noxa PPI 7, Rac1 act GTP bind 100, HRas wt GTP 99, Rab7 wt GTP bind 100, Rac1 wt modul 102, Rab2 wt GTP 99 and Cdc42 wt 100.
For CCOC(=O)c1nn(-c2ccccc2C)c2nc(-c3ccc(C)cc3)c(C#N)c(=O)n12 the results were ABCB1 block 0.9, Avidin bead fluor 14, ABCG2 inh 4, Mcl1 Noxa PPI 8, Rac1 act GTP bind 92, HRas wt GTP 98, Rab7 wt GTP bind 97, Rac1 wt modul 96, Rab2 wt GTP 96 and Cdc42 wt 97.
Screening Cc1ccc(C(=O)c2ccccc2C(=O)OCC(=O)NC(C)(C)C)cc1 returned ABCB1 block 0.9, Avidin bead fluor 7, ABCG2 inh 2, Pf gametocyte 6, Mcl1 Noxa PPI 9, Rac1 act GTP bind 95, HRas wt GTP 97, Rab7 wt GTP bind 94, Rac1 wt modul 98, Rab2 wt GTP 94 and Cdc42 wt 96.
Screening Cn1cccc1CNC(=S)Nc1cc(F)cc(F)c1 returned ABCB1 block -0.4, Avidin bead fluor 7, ABCG2 inh 1, Pf gametocyte -3, Mcl1 Noxa PPI -2, Rac1 act GTP bind 93, HRas wt GTP 95, Rab7 wt GTP bind 97, Rac1 wt modul 94, Rab2 wt GTP 95 and Cdc42 wt 89.
For N#Cc1ccccc1NC(=O)CC1CCCCC1 the results were ABCB1 block 0.6, Avidin bead fluor 22, ABCG2 inh 1, Pf gametocyte 16, Mcl1 Noxa PPI -1, Rac1 act GTP bind 94, HRas wt GTP 101, Rab7 wt GTP bind 98, Rac1 wt modul 98, Rab2 wt GTP 97 and Cdc42 wt 99.
